IDE act = boosts human insulin-degrading enzyme activity in HEK cells | actives 0.073% (n = 340,000) | activation, % at 5.96 µM | FAbeta-B cleavage, fluorescence polarization; 0% vehicle, 100% cell-free pure enzyme wells | P14735;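 active means activation above the mean of all tested compounds plus 3 SD, set per screening campaign, cut at about 17% in these data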
VIM-2 inhibitor = blocks Pseudomonas aeruginosa VIM-2 metallo-beta-lactamase; purified VIM-2, nitrocefin hydrolysis, epi-absorbance fluorescence; inhibition, % at 5.6 µM; actives 0.89% (n = 290,000); AID 1527;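 active means inhibition above the mean of all tested compounds plus 3 SD, cutoff set per screening run, cut at about 7.5% in these data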;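 further: red hydrolysis product quenches plate fluorescence so inhibitors raise well fluorescence; 0% = enzyme with DMSO and 100% = DMSO without enzyme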
IMP-1 inh = inhibitors of Pseudomonas aeruginosa IMP-1 metallo-beta-lactamase | purified IMP-1, nitrocefin hydrolysis, epi-absorbance fluorescence | inhibition, % at 5.6 µM | actives 0.45% (n = 290,000) | AID 1556;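 active means inhibition above the mean plus 3 SD of all compounds in the same screening run, cut at about 4.5% in these data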;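 further: 0% = IMP-1 with DMSO and 100% = DMSO wells lacking enzyme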
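System: purified recombinant IMP-1 beta-lactamase. Medium: Zinc- and detergent-supplemented HEPES buffer, pH 7.1. Compound: one 5.6 µM dose […]. Schedule: 15 min preincubation plus 25 min reaction at 25 °C. Technique: Epi-absorbance fluorescence, 480 nm excitation, 530 nm emission.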
M18AAP inhibitor = PfM18AAP enzyme inhibition | recombinant PfM18AAP, H-Glu-NHMec fluorogenic cleavage | inhibition, % at 7.35 µM | actives 1.2% (n = 290,000) | AID 1822;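 active means inhibition above the campaign mean inhibition over all tested compounds plus 3 SD, cut at about 28% in these data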;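 further: 0% = plate median of test compound wells and 100% = 2 mM ZnCl2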
HCV NS3 hel inh = blocks Hepatitis C virus NS3 helicase unwinding. inhibition, % at 10.9 µM. actives 0.56% (n = 290,000). NS3 helicase DNA unwinding, Cy5 molecular beacon fluorescence;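 active means inhibition above the mean of all tested compounds plus 3 SD, set per campaign, cut at about 35% in these data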;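 further: 0% = DMSO wells and 100% = thioflavine S control wells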
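System: Hepatitis C virus NS3 helicase domain fragment enzyme | Reagent: Annealed dual-labelled DNA beacon duplex, ATP-started | Compound dosing: 10.9 µM single point, 0.8% DMSO | Incubation: 1 h reaction at 25 °C, ATP-initiated | Technique: Cy5 fluorescence | Evaluation: Percent inhibition from t60/t0 fluorescence ratio | Benchmarks: Low DMSO, high thioflavine S at 110 µM | Replication: Singlicate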
DNA FID counter = fluorescent intercalator displacement, NS3 helicase counter-screen | DNA fluorescent intercalator displacement, fluorescence | inhibition, % at 7.9 µM | AID 1845 | actives 0.17% (n = 290,000); in the data active means inhibition above about 37%;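 further: 0% = vehicle and 100% = reference compound; higher means more ethidium bromide displaced from hairpin DNA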
IDE inh = inhibitors of human insulin-degrading enzyme in cells; actives 0.41% (n = 320,000); P14735; inhibition, % at 5.59 µM; HEK cells, FAbetaB cleavage, fluorescence polarization;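 active means percent inhibition above the average of all tested compounds plus 3 SD, set per screening campaign, cut at about 16% in these data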;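 further: IDE supplied by intact live HEK cells; FP after avidin binding of uncleaved biotin substrate so inhibition keeps polarization high; 0% = DMSO wells and 100% = 60 µM reference IDE inhibitor Ii1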
pCIP destab = lowers stability of the mouse p/CIP coactivator protein; F442A p/CIP-EGFP cells, EGFP fluorescence, 16 h; decrease of EGFP signal, % at 10 µM; actives 0.01% (n = 290,000); AID 1984;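 active means EGFP signal decrease of at least 30% at 10 µM or well 3 SD below plate mean, unless failing retest; inactive means the rest, including hits failing retest or dose response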; further: some compounds called inactive have numbers as strong as hits; many of its hits are not listed in these tables
Target sequence (Q05BA5 1-1403): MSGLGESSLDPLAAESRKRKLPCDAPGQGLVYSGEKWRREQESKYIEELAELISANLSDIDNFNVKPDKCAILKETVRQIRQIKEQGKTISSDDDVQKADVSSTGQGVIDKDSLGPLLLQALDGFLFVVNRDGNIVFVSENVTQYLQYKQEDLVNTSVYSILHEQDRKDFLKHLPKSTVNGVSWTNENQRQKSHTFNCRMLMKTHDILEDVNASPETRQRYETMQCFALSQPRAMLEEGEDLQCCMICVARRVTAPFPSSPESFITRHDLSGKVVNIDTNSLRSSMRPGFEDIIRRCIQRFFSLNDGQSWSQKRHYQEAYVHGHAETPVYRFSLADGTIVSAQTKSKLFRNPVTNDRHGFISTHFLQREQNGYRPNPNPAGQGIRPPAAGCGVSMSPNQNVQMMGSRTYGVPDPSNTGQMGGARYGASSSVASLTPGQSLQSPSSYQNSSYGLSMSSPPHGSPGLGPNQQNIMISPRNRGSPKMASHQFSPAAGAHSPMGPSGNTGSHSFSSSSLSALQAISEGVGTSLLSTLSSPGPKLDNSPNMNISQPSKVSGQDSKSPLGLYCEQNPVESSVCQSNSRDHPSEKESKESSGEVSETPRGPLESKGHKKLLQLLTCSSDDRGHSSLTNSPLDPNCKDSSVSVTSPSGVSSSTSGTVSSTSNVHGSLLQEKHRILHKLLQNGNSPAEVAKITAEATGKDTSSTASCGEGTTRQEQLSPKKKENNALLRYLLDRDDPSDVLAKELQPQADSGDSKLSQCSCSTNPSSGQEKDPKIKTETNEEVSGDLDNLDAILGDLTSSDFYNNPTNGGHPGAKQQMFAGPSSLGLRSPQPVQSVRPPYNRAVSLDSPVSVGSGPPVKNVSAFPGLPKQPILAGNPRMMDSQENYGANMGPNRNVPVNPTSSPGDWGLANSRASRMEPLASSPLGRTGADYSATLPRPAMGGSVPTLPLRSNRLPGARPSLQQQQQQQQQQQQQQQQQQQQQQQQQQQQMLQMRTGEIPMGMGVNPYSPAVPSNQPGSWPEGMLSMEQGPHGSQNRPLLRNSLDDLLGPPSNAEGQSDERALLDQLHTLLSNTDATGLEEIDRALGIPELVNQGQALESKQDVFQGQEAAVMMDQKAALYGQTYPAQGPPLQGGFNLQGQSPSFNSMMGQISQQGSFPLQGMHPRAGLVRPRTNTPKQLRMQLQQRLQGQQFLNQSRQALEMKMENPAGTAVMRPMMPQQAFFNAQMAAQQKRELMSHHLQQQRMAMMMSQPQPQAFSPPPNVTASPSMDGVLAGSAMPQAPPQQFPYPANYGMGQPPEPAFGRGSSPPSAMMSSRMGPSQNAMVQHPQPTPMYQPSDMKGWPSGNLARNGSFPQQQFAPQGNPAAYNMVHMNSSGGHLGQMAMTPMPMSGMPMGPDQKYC
UBC9 SUMO inh = SUMOylation inhibition; HTRF SUMOylation assay, SAE1/SAE2 + UBC9, in vitro; actives 0.36% (n = 290,000); P63279; AID 2006; inhibition, % at 35 µM; in the data active means inhibition above about 50%, passing the limit was not always enough; further: strong numbers were not always called active
* marks the source's active call; other numbers are inactive results; x = not tested or not shown; & = joins results of further samples.

item	canonical_smiles	IMP-1 inh	IDE inh	M18AAP inhibitor	pCIP destab	VIM-2 inhibitor	DNA FID counter	HCV NS3 hel inh	IDE act	UBC9 SUMO inh
1	COc1ccc(/C(N)=N/OC(=O)CCCN2C(=O)c3ccccc3C2=O)cc1OC	0.1	-8	-5	-2	-0.8	-2	4	6	2
2	COc1ccc(C(C(=O)NCC2CCCO2)N(C(=O)c2snc(C(N)=O)c2N)c2ccccc2)cc1OC (stereo unspecified)	-1.8	x	-2	7	-0.9	-31	11	-3	8
3	O=C(Cn1c(=O)[nH]c2ccccc2c1=O)Nc1ccc2c(c1)OCO2	-4.3	5	7	-3	-1.9	2	12	1	16
4	CCOCCCn1cnc2c(c1=O)c1nc3ccccc3nc1n2-c1ccccc1	1.5	-1	-4	-3	1.1	-7	3	5	6
5	Cc1ccc(S(=O)(=O)CC(=O)Nc2nc(C(C)(C)C)cs2)cc1	-4.3	9	0	4	-0.8	-34	-2	1	-5
6	CC1(C)CN(c2cccc(Br)c2)C1=O	-0.5	-1	-15	8	2.0	-7	1	1	-6
7	Nc1nnc(SCc2coc(-c3ccc(Cl)cc3)n2)s1	-2.3	7	0	6	-1.4	-8	3	-4	-2
8	COc1ccccc1N1CCN(/N=C/c2cc(OC)c(O)c(OC)c2)CC1	-4.8	-6	21	4	-2.5	-8	4	3	1
9	O=C(CSc1nnc(CNC(=O)c2ccccc2F)o1)NC1CCCC1	-4.0	-1	0	2	-0.4	-6	3	5	-7
10	COc1ccc(-c2ccc(/C=C3/C(=N)N4C(C)=CSC4=NC3=O)o2)c([N+](=O)[O-])c1	1.6	-3	2	1	1.4	-7	-3	-5	16
11	Cc1nc2c(nnn2Cc2ccccc2)c(=O)n1-c1ccccc1	-2.0	-5	-5	-9	-1.2	-11	10	-5	-6
12	COc1cccc(C2/C(=C(\O)c3ccc4c(c3)OCCO4)C(=O)C(=O)N2Cc2cccnc2)c1 (stereo unspecified)	-4.4	5	15	-5	-1.6	-54	1	-3	x
13	CC#CC#Cc1cccc(=O)o1	-1.0	-4	-6	1	-1.4	-3	4	1	19
14	CCOC(=O)c1cccc(NC(=O)CCc2c(C)nc3ncnn3c2C)c1	-1.9	5	-2	-6	-5.3	-23	0	3	10
15	CCOC(=O)C(C)NC(=O)C(NC(=O)C1CCC(CC)CC1)C(C)C (stereo unspecified)	-1.5	4	2	-3	-0.6	-10	-1	-1	-1
16	COC(=O)c1ccc(N2CCOCC2)c(NC(=O)c2ccc3c(c2)OCO3)c1	-1.0	6	3	-3	1.1	-15	1	5	2
17	CNC(=O)N(O)C1N(/N=C/c2ccccc2O)C(=S)SC1(C)C (stereo unspecified)	-0.6	4	-2	-2	-1.4	-2	6	9	11
18	CC(=O)O/N=C/c1c(C)c(C=O)n2ccccc12	-2.7	6	0	-3	5.7	-2	3	2	5
19	CC(C)CN1CCC(=O)N([C@H](CSc2ccc(Br)cc2)Cc2ccccc2)CC1	x	6	x	-2	x	x	x	-4	-13
20	CNC(=O)C(=O)NCC(c1cccs1)S(=O)(=O)c1ccc(C)cc1 (stereo unspecified)	0.0	2	-8	-14	0.3	-13	7	-5	4
21	S=C(NCc1cccs1)Nc1ccc(Cl)cc1	-1.5	-1	-5	-3	0.3	0	-4	-2	14
22	CCCNC(=O)N1CCN(C(c2ccccc2)c2ccccc2)CC1	-1.4	-1	-7	-20	-1.6	-43	4	2	11
23	CCOC(=O)C1(Cc2ccccc2)CCCN(Cc2ccccn2)C1 (stereo unspecified)	-3.6	-2	4	-14	-2.8	-2	4	8	13
24	CCOC(=O)c1c(-c2ccccc2)oc2cc(Br)c(O)cc12	-2.7	x	-7	-4	-1.1	-5	-8	3	6
25	O=C(CSc1nc2ncccc2[nH]1)NC1CCCC1	-2.2	1	12	-1	-1.0	-4	14	5	14
26	CCOc1ccc(C(=O)NCc2cccs2)cc1	-2.5	3	-3	3	-0.8	0	2	3	-1
27	Cc1ccc(S(=O)(=O)N2CCCC2)cc1C(=O)NCc1ccccn1	-2.5	5	-4	8	-1.4	-3	-1	5	5
28	O=C(c1ccccc1)c1cncc(Br)c1	-2.9	-1	-2	2	-3.5	-1	-3	6	6
29	CC(=O)N(Nc1ccccc1)c1ccccc1	-1.6	2	-6	-2	-1.0	-3	-2	-4	-5
30	COC(=O)/C(=C/N(C)C)C(=O)N1CCN(c2ccc(Cl)c(Cl)c2)CC1	-2.2	-3	-1	-5	-2.0	-2	-1	3	-2
31	CCCCN(C)C(=O)Cc1c(OC)ccc2cc(Br)ccc12	-3.1	1	1	-3	-4.5	-34	5	-1	13
32	O=C1CCCCC1C(Nc1ccc(Cl)cc1)c1ccccc1 (stereo unspecified)	-2.6	-2	8	1	-3.6	-8	-1	-1	-13
33	O=C(N/N=C/c1c(F)c(F)c(F)c(F)c1F)c1cc(-c2ccccc2)nc2ccccc12	-4.4	8	-2	-4	-2.9	-5	6	5	10
34	FC(F)(F)c1ccc(C2[C@H]3CN(CC4CCCCC4)[C@H](c4ccccc4)C34CC2(c2cccnc2)C4)cc1 (stereo partly specified)	x	8	x	11	x	x	x	-1	-44
35	COc1ccc(CNC(=O)c2cc3ccccc3o2)cc1OC	0.3	1	11	-4	1.9	-25	-6	1	-13
36	CSCC[C@H](NS(=O)(=O)c1ccc(C)cc1)C(=O)N1CCC(C(=O)N[C@@H](Cc2ccc(O)cc2)C(=O)O)CC1	-1.3	9	-14	-4	-1.3	-37	19	3	5
37	O=C(C1=C(O)C(=O)N(CC2CCCO2)C1c1cccc(Cl)c1)c1ccco1 (stereo unspecified)	-1.3	0	5	1	-0.4	-26	28	0	1
38	Cc1ccc(Nc2nc(C)cc(C)c2C(N)=O)cc1	-0.9	-2	-18	5	-0.5	0	12	0	13
39	Cc1oc2cc(O)cc(O)c2c(=O)c1-c1ccc2c(c1)OCCCO2	-0.5	4	2	-6	-2.4	-11	2	4	18
40	Cc1cc(C)c2c(CC(=O)NCc3ccco3)coc2c1	-1.5	2	-4	-9	-1.4	-3	1	0	2
41	CCOC(=O)c1[nH]c(C)c(C(=O)Nc2ccc(C)c(C)c2)c1C	-3.0	-2	-7	-5	-1.5	-19	-9	3	9
42	COc1nc(N(C#N)CC(N)=O)nc(N2CCCC2)n1	0.4	0	-18	-9	3.8	-2	13	6	20
43	CCOC(=O)c1ccc(NC(=S)N2CCC(O)CC2)cc1	-2.2	1	0	-12	0.4	-1	1	-1	22
44	OC(COc1ccccc1CNCc1cccnc1)CN1CCc2ccccc2C1 (stereo unspecified)	-0.9	-3	-2	6	0.1	8	-14	5	22
45	COc1ccc(Cl)cc1N1CCN(CCNC(=O)Nc2ccccc2C)CC1	-3.8	-7	-1	6	-3.6	13	-31	3	-21
46	O=C(CN(c1ccc([N+](=O)[O-])cc1)S(=O)(=O)c1ccccc1)N1CCCCC1	-0.8	-7	-12	6	2.9	-19	-6	0	10
47	Cc1ccccc1C(=O)NCC(=O)NNC(=O)CCN1CCN(c2ccccc2)CC1	-2.6	-1	-1	3	-2.7	3	3	-3	9
48	CC(C)[C@H](NC(=O)N1c2ccccc2NC(=O)[C@@H]1C(C)C)C(=O)N1CCC[C@H]1C(=O)O	-4.1	-7	-3	9	-4.8	-10	3	4	5
49	O=C(CNC(=O)c1ccccc1O)N/N=C/c1cc(Br)ccc1OC(=O)/C=C/c1ccco1	-3.6	-6	8	6	-3.6	-3	6	x	18
50	O=C(CSc1nnc(SCc2cccc3ccccc23)s1)N/N=C/c1c[nH]c2ccccc12	-2.5	-1	2	-2	-3.7	-12	-1	3	-22

Remaining list, next part:
item	canonical_smiles	IMP-1 inh	IDE inh	M18AAP inhibitor	pCIP destab	VIM-2 inhibitor	DNA FID counter	HCV NS3 hel inh	IDE act	UBC9 SUMO inh
51	Cc1cccc(NC(=O)CSc2nc(COc3ccccc3)nc3ccccc23)c1C	-1.8	-3	0	-10	-0.4	-1	-1	5	28
52	COc1ccc(OCC(=O)Nc2cccc(C(=O)Nc3ccccc3C(=O)O)c2)cc1	-0.1	4	-2	-2	-0.3	-23	34	3	3
53	Cc1oc2ccc(O)c(CN(C)C)c2c1C(=O)c1ccccc1	-2.2	4	3	-7	-5.4	13	5	-3	18
54	CC(C)NC(=O)/C(C#N)=C/c1ccc(N(C)C)o1	-3.8	15	5	-26	-3.5	0	-17	-19	-12
55	CCCCCn1c(=O)c(C(=O)OCC)c(O)c2ccccc21	-1.3	0	2	-5	0.3	-4	-13	3	9
56	CCCCN(CCCNC(=O)C1CCCN(S(=O)(=O)CC)C1)Cc1ccccc1 (stereo unspecified)	1.8	0	-13	-1	1.3	13	-11	-3	8
57	O=C(c1ccccc1)c1ccccc1C(=O)c1ccccc1	-1.5&-1.4	6&3	-7&6	4&-18	0.4&-2.5	-18&-14	0&-9	2	-5&15
58	CCOc1ccc(C2C(C(=O)OC)=CN(CCOC)C=C2C(=O)OC)cc1	-1.2	3	5	7	-1.4	-22	3	-3	15
59	CC(C)Oc1ccc(N2CC(C(=O)OCC(=O)NCc3ccccc3)CC2=O)cc1 (stereo unspecified)	-3.2	1	1	-6	-4.1	-28	8	0	-10
60	COc1ccc(CNC(=O)CCSCc2cccc(Cl)c2)c(OC)c1	-5.3	0	-2	-13	-2.8	-23	-3	2	-12
61	Cc1cccc(NC(=O)NNC(=O)COc2ccc(Cl)cc2)c1	-1.3	3	-10	-4	-1.6	-4	6	-2	10
62	COc1ccc(NC(=O)CC2CCCC2)cc1OC	-0.9	3	-5	0	-0.1	-1	12	6	6
63	O=C(/C=C/c1ccc([N+](=O)[O-])cc1)N1CCN(Cc2ccccc2)CC1	-1.3	-4	6	1	0.5	-14	-11	7	12
64	O=C(Oc1ccc(-c2nnco2)cc1)N1CCOCC1	0.2	-6	6	9	1.1	-2	16	6	0
65	Cc1cccc(C)c1OCC(=O)NNC(=O)Nc1ccc(Cl)cc1	-3.6	4	0	-1	-3.1	-4	2	0	16
66	CC(C)(C)NC(=O)CSc1nnnn1C(C)(C)C	-5.0	1	-6	2	-3.9	-2	-5	3	11
67	Cc1ccc(C(=O)C2=C(O)C(=O)N(Cc3ccco3)C2c2cccc(Cl)c2)o1 (stereo unspecified)	-4.3	3	13	-2	-2.4	-50	74*	3	8
68	O=C(CNCc1cccs1)Nc1ccc(OC(F)(F)F)cc1	-1.5	-2	-5	0	-0.9	10	-24	-4	-4
69	CC(=O)c1nn(-c2cccc(C(F)(F)F)c2)c(=O)[nH]c1=O	-2.4	-2	3	-11	-2.3	-5	3	-2	20
70	CN1CCN(C(=O)c2ccccc2NC(=O)c2sc3ccccc3c2Cl)CC1	-2.1	-3	3	-6	-0.4	14	-2	-2	7
71	COc1ccc(Br)cc1C(=O)Nc1cc(C)cc(C)c1	-2.6	2	-1	-9	-1.2	-5	-6	5	-14

High-throughput results as filed in PubChem BioAssay.
